NPY2 pot ag = potentiates or activates human NPY-Y2 receptor. activation, % at 3.6 µM. P49146. hit rate 0.45% among 220,000. cells expressing NPY-Y2, potentiator/agonist read-out; in the data active = activation above about 27%;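 also: cells stimulated with NPY near EC25 plus isoproterenol at EC100; 0% = vehicle plus submaximal agonist and 100% = vehicle plus saturating agonist; some results beyond the cut were filed as inactive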
Target sequence (P49146 whole entry, looked up): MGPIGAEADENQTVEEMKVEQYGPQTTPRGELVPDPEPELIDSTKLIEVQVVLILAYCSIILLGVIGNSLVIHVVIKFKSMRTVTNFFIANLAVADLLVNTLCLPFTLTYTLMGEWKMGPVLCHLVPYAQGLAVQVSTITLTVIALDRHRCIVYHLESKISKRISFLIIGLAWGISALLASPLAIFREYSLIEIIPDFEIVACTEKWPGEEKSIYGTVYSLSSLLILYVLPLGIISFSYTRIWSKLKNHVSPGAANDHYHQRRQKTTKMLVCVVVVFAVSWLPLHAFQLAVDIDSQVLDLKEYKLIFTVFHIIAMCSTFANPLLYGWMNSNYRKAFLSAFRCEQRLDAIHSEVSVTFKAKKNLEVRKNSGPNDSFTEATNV
Runt-CBFb FRET = Runt domain-CBFb interaction inhibition. inhibition, % at 20 µM. hit rate 0.46% among 220,000. Q01196+Q13951. Cerulean-Runt/Venus-CBFb FRET ratio 530/480, 1 h;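 active = inhibition over about 50% at 20 µM in the single-dose screen, limit read from the data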;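 also: 0% = DMSO wells and 100% = excess unlabeled CBFb competitor control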
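Assay system: Cerulean-Runt domain fusion protein, energy donor; Signal: fluorescence energy transfer, 422 nm excitation, 530/480 nm emission; Timing: 1 h compound exposure, room temperature; Control set: unlabeled CBFb; Medium: Tris buffer pH 7.5 with salts and BSA; Compound: single test concentration of 20 µM, 1% DMSO final; Probe or stimulus: Venus-CBFb 100 nM.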
S1P4 antagonist = human S1P4 receptor antagonism; hit rate 0.26% among 220,000; O95977; inhibition, % at 4.98 µM; S1P4-expressing cells, antagonist mode, reporter read-out; in the data active = inhibition above about 29%;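 also: 0% = wells stimulated with agonist and 100% = vehicle wells without agonist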
Target sequence (O95977 whole entry, looked up): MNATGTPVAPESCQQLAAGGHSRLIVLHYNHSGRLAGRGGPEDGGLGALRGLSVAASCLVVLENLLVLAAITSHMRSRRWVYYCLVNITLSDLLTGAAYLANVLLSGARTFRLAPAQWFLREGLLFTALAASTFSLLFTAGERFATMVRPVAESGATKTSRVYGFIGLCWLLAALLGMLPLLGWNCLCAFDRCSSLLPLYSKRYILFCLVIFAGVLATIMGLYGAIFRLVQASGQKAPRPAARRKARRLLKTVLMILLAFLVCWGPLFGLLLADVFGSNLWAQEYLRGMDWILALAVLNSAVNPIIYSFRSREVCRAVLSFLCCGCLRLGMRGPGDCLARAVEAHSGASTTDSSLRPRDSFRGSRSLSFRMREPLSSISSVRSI
BaF3 parental = counter-screen for JAK2V617F inhibitors: parental Ba/F3 viability inhibitors; hit rate 1.1% among 220,000; AID 1486; inhibition, % at 5.6 µM; CellTiter-Glo ATP luminescence;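 active = inhibition above a per-campaign cutoff, the mean inhibition of all tested compounds plus 3 SD, cut at about 27% in these data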;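 also: 0% = DMSO wells and 100% = JAK Inhibitor I control wells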
NPY-Y1 antag = antagonists of human neuropeptide Y receptor Y1; hit rate 1% among 200,000; HEK293-CNG Y1 cells, membrane potential fluorescence; NPY at EC95, then isoproterenol; inhibition, % at 3.6 µM;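 active = inhibition above the campaign mean inhibition of all tested compounds plus 3 SD, cut at about 20% in these data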;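 also: 0% = DMSO wells given NPY plus isoproterenol and 100% = isoproterenol alone without NPY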
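Benchmarks – high control isoproterenol alone, low control NPY with isoproterenol · Material – HEK293 Y1/CNG channel cell line · Times – dye 3 h, compound 60 min room temperature, stimulation 45 min · Probe or stimulus – NPY (25 nM), isoproterenol (1 µM), Ro 20-1724 (25 µM) · Evaluation – % inhibition of NPY effect · Signal – fluorescence, membrane potential probe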
Ba/F3 V617F tox = loss of viability in JAK2V617F-driven Ba/F3 cells; inhibition, % at 5.6 µM; hit rate 1.1% among 220,000; Ba/F3 EpoR-JAK2V617F viability, ATP luminescence;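 active = inhibition above the campaign mean plus 3 SD over all tested compounds, cut at about 24% in these data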;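 also: cytokine-independent growth of Ba/F3 cells driven by EpoR plus mutant JAK2; 0% = DMSO-treated cells and 100% = JAK inhibitor I control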
RBBP9 inh = human RBBP9 hydrolase inhibition; O75884; recombinant RBBP9, FP-Rh probe fluorescence polarization; inhibition, % at 7.94 µM; hit rate 0.2% among 220,000;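 active = inhibition above the campaign mean of all tested compounds plus 3 SD, cut at about 14% in these data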;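 also: plate controls were DMSO wells with RBBP9 for no effect and wells lacking RBBP9 protein for full effect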
Target sequence (O75884 whole entry, looked up): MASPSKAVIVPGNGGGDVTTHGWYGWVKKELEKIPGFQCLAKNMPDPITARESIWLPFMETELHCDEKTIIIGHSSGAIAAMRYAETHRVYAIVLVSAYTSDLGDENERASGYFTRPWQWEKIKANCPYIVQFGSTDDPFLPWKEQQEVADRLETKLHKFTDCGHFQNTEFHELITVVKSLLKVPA
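Test system: recombinant human RBBP9. Quantity: 2.5 µM RBBP9 dispensing solution, before mixing. Detection: FP readout at 525/598 nm. Reagent: Serine-hydrolase probe FP-Rh, 375 nM pre-mixing. Measure: % inhibition. Control set: DMSO-treated enzyme wells and wells lacking RBBP9. Buffer or medium: Tris-NaCl-Pluronic buffer, pH 8.0. Times: preincubation 30 min plus labeling 45 min at 25 °C.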
S1P4 agonist = human S1P4 receptor agonism; hit rate 0.35% among 220,000; AID 1509; activation, % at 4.98 µM; O95977; S1P4-expressing cell line, agonist reporter assay; in the data active = activation above about 11%;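 also: 0% = DMSO vehicle and 100% = reference agonist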
NPY-Y1 PAM-ag = potentiates or activates human NPY-Y1 receptor; NPY-Y1 expressing cells, potentiator/agonist activation; activation, % at 3.6 µM; hit rate 0.37% among 220,000; in the data active = activation above about 33%, passing the limit was not always enough;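 also: cells stimulated with NPY at EC10 then isoproterenol at EC100; 0% = low agonist plus stimulus and 100% = saturating agonist plus stimulus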
Active calls of the source: *; / = not tested or not shown.

Compound | NPY2 pot ag | Runt-CBFb FRET | S1P4 antagonist | BaF3 parental | NPY-Y1 antag | Ba/F3 V617F tox | RBBP9 inh | S1P4 agonist | NPY-Y1 PAM-ag
COc1cc(C(=O)OCC(=O)N2CCCCC2C)ccc1OCc1c(C)noc1C (configuration not stated) | 1 | -2 | -15 | 10 | 1 | 1 | -7 | 1.7 | -5
O=C(Nc1ccc(C(=O)O)cc1)/C(=C\c1ccc2c(c1)OCO2)NC(=O)c1ccc(Br)o1 | 1 | 1 | -19 | 6 | 9 | -1 | -2 | 0.7 | 9
COc1cccc(CC(=O)Nc2nccs2)c1 | -9 | 0 | -14 | 6 | 4 | 0 | -3 | -1.1 | -16
O=C(NCc1ccc(Cl)cc1)C1C2C=CC3(CN(Cc4cccnc4)C(=O)C13)O2 (configuration not stated) | -10 | 0 | -13 | -3 | 5 | 3 | -5 | 0.5 | -10
CC(/C=N/NC(=O)CSc1nnc(SCc2ccccc2)s1)=C\c1ccco1 | -4 | 4 | -22 | 8 | 18 | -1 | -9 | 1.0 | -1
O=C(c1ccc2c3c(cccc13)CC2)N1CCOCC1 | -12 | -2 | 0 | 5 | 1 | 2 | 2 | -1.6 | -10
CCC(C)C(=O)Nc1nnc(SCC(=O)Nc2ccc(F)cc2)s1 (configuration not stated) | -3 | / | -4 | 6 | -2 | 2 | -7 | -1.6 | -21
Cc1cccc(N2C(=O)CC(N3CCC(c4nc5ccccc5[nH]4)CC3)C2=O)c1 (configuration not stated) | -9 | 3 | -11 | 7 | -5 | 4 | -1 | 2.1 | -4
Cc1onc(-c2ccccc2)c1-c1csc(COc2ccccc2)n1 | -21 | -1 | 1 | 2 | / | -3 | -10 | -0.5 | -16
Nc1nc(-c2ccccc2)nn1S(=O)(=O)c1ccccc1 | 1 | 3 | 11 | 7 | -2 | 2 | 0 | 2.0 | 9
Cc1ccccc1OCC(=O)NCC(=O)N/N=C/c1cccc([N+](=O)[O-])c1 | 5 | 0 | 1 | 13 | -4 | 3 | -3 | 0.2 | -3
FC(F)(F)c1cnc(COc2cc(Cl)cc(Cl)c2)c(Cl)c1 | 0 | -3 | -17 | 5 | / | -3 | -4 | 0.1 | -6
N#CC(=C=[N-])c1nc2ccccc2nc1-[n+]1cccc(NC(=O)c2ccc(F)cc2)c1 | -4 | -1 | 14 | 1 | / | -2 | 4 | 1.0 | 24
Cc1ccc(-c2ccc(=O)n(CCC(=O)NCc3ccccn3)n2)cc1 | 5 | 0 | 4 | 3 | 3 | 0 | -7 | -1.6 | 4
CCCCCCNC(=O)c1cc(-c2ccco2)nc2ccccc12 | -123 | -4 | -20 | 3 | 57* | -1 | -7 | -0.6 | -149
CCN1C(=O)C(O)(CC(=O)c2ccc3c(c2)OCCO3)c2ccccc21 (configuration not stated) | -10 | 1 | -17 | 7 | 4 | 2 | -5 | -2.4 | -18
CC(C)Cc1nn2c(N)c(/C=C3\C=Nc4ccccc43)c(=O)nc2s1 | -12 | -85 | -2 | 3 | 2 | -4 | 8 | -0.9 | 24
Cc1ccc(C)c(NC(=O)Cn2nc([N+](=O)[O-])c(Br)c2C)c1 | 1 | -1 | -13 | 4 | 4 | -2 | 5 | -0.3 | -1
O=C(NCc1ccc(Cl)cc1)C1CCN(S(=O)(=O)c2ccccc2)CC1 | 0 | -1 | -10 | 2 | 4 | -3 | -3 | 3.6 | 5
Cc1ccc(CSc2nnc(-c3ccccn3)n2N)cc1 | -8 | -1 | 13 | 3 | / | 1 | -4 | 0.2 | 2

The closing three compounds of the section above lead into the next:
Compound | NPY2 pot ag | Runt-CBFb FRET | S1P4 antagonist | BaF3 parental | NPY-Y1 antag | Ba/F3 V617F tox | RBBP9 inh | S1P4 agonist | NPY-Y1 PAM-ag
Cc1ccc(C)c(NC(=O)Cn2nc([N+](=O)[O-])c(Br)c2C)c1 | 1 | -1 | -13 | 4 | 4 | -2 | 5 | -0.3 | -1
O=C(NCc1ccc(Cl)cc1)C1CCN(S(=O)(=O)c2ccccc2)CC1 | 0 | -1 | -10 | 2 | 4 | -3 | -3 | 3.6 | 5
Cc1ccc(CSc2nnc(-c3ccccn3)n2N)cc1 | -8 | -1 | 13 | 3 | / | 1 | -4 | 0.2 | 2
Fc1ccc(C2CC(c3cccs3)=NN2C(=S)Nc2ccccc2)cc1 (configuration not stated) | 6 | 2 | -10 | 8 | 0 | 2 | -7 | -1.6 | -11
O=C(CSc1nnc(Cc2cccs2)n1-c1ccccc1)NC1CCCCC1 | 3 | 1 | 21 | 5 | -1 | -3 | -5 | -0.5 | -12
COc1cccc(NC(=O)CSc2nncn2N)c1 | 6 | 0 | -13 | 2 | -3 | -1 | -4 | 0.4 | 4
COc1cc(S(=O)(=O)NCCOC23CC4CC(CC(C4)C2)C3)c(OC)cc1Cl | 6 | -3 | -21 | 5 | -1 | 0 | -3 | 2.6 | -23
NC(=O)CSc1nc2ccc([N+](=O)[O-])cc2[nH]1 | 6 | 1 | -27 | 5 | 9 | 3 | -1 | -0.5 | -3
CCOC(=O)Cn1c(N)c(C(=O)OC)sc1=S | 4 | 5 | -12 | 2 | 3 | -3 | -7 | 0.3 | 13
CN(C)CCCN(C(=O)c1ccco1)c1nc2ccc(Br)cc2s1 | 8 | 2 | 12 | 4 | 5 | 0 | -8 | 0.1 | -9
COc1cc(C2NC(=O)NC(C)=C2C(=O)Nc2cccc(C)c2C)cc(OC)c1OC (configuration not stated) | -26 | -1 | -4 | 0 | 1 | 4 | -11 | -0.6 | -7
CCC(C)n1c(SCc2ccc([N+](=O)[O-])cc2)nc2ccsc2c1=O (configuration not stated) | -13 | 0 | 8 | 9 | 11 | 2 | -2 | -1.0 | -47
COC(=O)CC1=NN(c2ccccc2)C(=O)C1 | -7 | -1 | -2 | 7 | 15 | 2 | -1 | 1.4 | 2
CC(CC(=O)NCC1CCCO1)c1ccccc1 (configuration not stated) | 19 | 0 | -6 | 2 | 1 | -3 | -5 | -2.4 | 3
COc1ccc(CN2CCNC(=O)C2CC(=O)NCc2cnn(C)c2)cc1OC (configuration not stated) | -5 | -1 | -27 | 0 | -2 | -1 | -6 | 1.4 | 10
O=C(Nc1nnc(-c2ccc(Cl)s2)o1)C1CCCCC1 | -3 | / | -18 | 7 | 3 | 1 | -2 | -0.1 | -8
CC(C)Cn1c(SCC(=O)N2CCCCC2)nc2ccccc2c1=O | -12 | -3 | -1 | 2 | 22* | 0 | -14 | 0.8 | -18
Cc1ccc(S(=O)(=O)N2CCN(C(=O)c3ccccc3)CC2)c(C)c1NS(C)(=O)=O | 8 | 1 | 5 | 2 | -6 | -5 | 2 | -1.0 | 6
N#Cc1cc(C(=O)c2ccccc2OCC(=O)Nc2ccccc2)cn(C2CCCCC2)c1=O | -1 | -1 | 5 | 1 | -4 | -2 | -8 | -0.2 | -1
CC(=O)c1ccc(Oc2cc(C)nc(NCc3ccccc3)n2)cc1 | 0 | -1 | -8 | 5 | -3 | -3 | -1 | 2.3 | 9
CCOC(=O)c1ccc(NC(=S)NCCCN2CCCCC2)cc1 | 8 | 0 | -5 | 4 | 0 | 1 | -4 | 3.0 | -4
Cc1csc(N2CCc3ccccc32)n1 | 1 | 0 | -18 | 1 | 4 | -3 | 3 | -0.1 | 10
CS(=O)(=O)c1cccc(C(=O)NCc2ccccc2)c1 | 2 | 5 | -12 | 13 | -1 | -2 | 0 | -1.5 | 5
COC(=O)c1cn(Cc2cccc(C)c2)nn1 | 14 | -3 | -9 | 1 | -8 | -4 | 4 | 0.6 | 3
N#CC(=C=[N-])C1=C(C#N)C(c2ccccc2F)C([n+]2ccccc2)C(O)(C2CC2)N1 (configuration not stated) | 4 | 0 | -14 | 1 | 12 | -2 | 9 | -0.9 | -18
COc1ccc(-c2nc3ccc([N+](=O)[O-])cc3[nH]2)cc1 | -14 | -2 | -12 | 7 | -4 | -1 | -6 | 0.4 | -10
CCOC(=O)N1CCN(S(=O)(=O)c2ccc(C(=O)Nc3nc4ccccc4s3)cc2)CC1 | -20 | -3 | -20 | 5 | -2 | 1 | -2 | 1.4 | 25
O=C(NCCOc1nc(N2CCCCC2)nc(N2CCOCC2)n1)Nc1ccccc1 | 23 | -2 | -33 | 6 | -8 | 1 | -10 | 0.8 | 12
COc1cc(C(=O)NCC(=O)N/N=C/c2c(C)[nH]c3ccccc23)cc(OC)c1OC | -8 | 2 | -12 | -3 | / | 1 | -4 | 1.0 | 0
CC(=O)Nc1ccc(S(=O)(=O)NCCSCc2ccc(Cl)cc2Cl)cc1 | 22 | -6 | 1 | 3 | -5 | -6 | -6 | -0.1 | 15
O=C(CCn1ccnc1)Nc1ccc2ccccc2c1 | -1 | 2 | -18 | 7 | 1 | 3 | -9 | 2.4 | 4
CCc1c(O)nc(SCC(=O)Nc2nc3ccccc3s2)n(-c2ccccc2)c1=O | -5 | 7 | 6 | 0 | / | 1 | -2 | 0.0 | 3
Cc1ccc(CN(C(=O)c2c(F)cccc2F)C2CC(C)(C)NC(C)(C)C2)o1 | -4 | -4 | -7 | 10 | 2 | -1 | -3 | 0.6 | -2

Fetched by structure from the list above (three):
Compound | NPY2 pot ag | Runt-CBFb FRET | S1P4 antagonist | BaF3 parental | NPY-Y1 antag | Ba/F3 V617F tox | RBBP9 inh | S1P4 agonist | NPY-Y1 PAM-ag
CCOC(=O)N1CCN(S(=O)(=O)c2ccc(C(=O)Nc3nc4ccccc4s3)cc2)CC1 | -20 | -3 | -20 | 5 | -2 | 1 | -2 | 1.4 | 25
COc1ccc(-c2nc3ccc([N+](=O)[O-])cc3[nH]2)cc1 | -14 | -2 | -12 | 7 | -4 | -1 | -6 | 0.4 | -10
O=C(CCn1ccnc1)Nc1ccc2ccccc2c1 | -1 | 2 | -18 | 7 | 1 | 3 | -9 | 2.4 | 4

Bioassay records (PubChem BioAssay)
